Screening data deposited in PubChem BioAssay by Sanford-Burnham Center for Chemical Genomics.
PfG6PD inh – PfG6PD enzyme inhibitors, primary screen, biochemical, fluorescence intensity, uHTS. glucose-6-phosphate dehydrogenase-6-phosphogluconolactonase (Plasmodium falciparum 3D7). PfGluPho enzyme, NADPH resazurin-diaphorase fluorescence. inhibition, % at 20 µM. actives 0.78% (n = 350,000). AID 504690, 2011;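 active means inhibition reaching at least a set limit at 20 µM in the primary screen, cut at about 59% in these data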;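 further: 0% = DMSO wells with substrate and 100% = DMSO wells lacking glucose-6-phosphate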
SENP1 FRET inh – human SENP1 catalytic domain inhibitors, primary screen, biochemical, FRET, uHTS; Sentrin-specific protease 1 (Homo sapiens), Q9P0U3; recombinant SENP1 catalytic domain, CyPet-SUMO1-YPet FRET cleavage; inhibition, % at 10 µM; actives 0.21% (n = 360,000);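 active means inhibition at least 30% at 10 µM, raw YFP signal under a set limit, fluorescence ratio 0.5 to 1.5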;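 further: 0% = enzyme with DMSO and 100% = no enzyme wells; some results filed as inactive read as strong as hits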
Target sequence (Q9P0U3 419-644 limits assumed): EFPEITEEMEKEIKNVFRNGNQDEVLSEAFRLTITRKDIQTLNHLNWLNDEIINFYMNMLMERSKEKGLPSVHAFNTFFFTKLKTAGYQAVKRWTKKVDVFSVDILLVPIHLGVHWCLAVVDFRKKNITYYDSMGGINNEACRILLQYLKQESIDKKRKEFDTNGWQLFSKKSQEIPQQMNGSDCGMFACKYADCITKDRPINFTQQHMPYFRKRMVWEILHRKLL
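Test system: hSENP1 catalytic domain, recombinant; Amount: 20 pM final SENP1 enzyme; Medium: Tris pH 8 buffer plus EDTA, NaCl, BME, BSA, NP40, catalase; Schedule: 50 min enzyme reaction, room temperature, light-protected; Technique: FRET fluorescence in CFP and YFP emission channels; Controls: no-enzyme wells low, DMSO-plus-enzyme wells high control.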
SENP8 inh – human SENP8 protease inhibitors, primary screen, biochemical, fluorescence, Nedd8 protein substrate, uHTS; inhibition, % at 20 µM; recombinant SENP8; actives 0.64% (n = 360,000); in the data active means inhibition mostly above about 40%, no sharp cut-off; inactive means mostly below about 27%
Target sequence (Q96LD8 whole entry, looked up): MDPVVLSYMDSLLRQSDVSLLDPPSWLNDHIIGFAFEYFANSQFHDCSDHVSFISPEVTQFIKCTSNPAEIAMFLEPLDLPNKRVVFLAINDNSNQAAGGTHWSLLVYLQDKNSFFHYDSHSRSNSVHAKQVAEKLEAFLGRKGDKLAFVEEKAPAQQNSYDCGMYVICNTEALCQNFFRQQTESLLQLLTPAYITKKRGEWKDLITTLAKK
Numbers without * were called inactive. Some of the compounds tested, so the mix of outcomes need not match the whole.

#1 C[C@@H]1CN([C@H](C)CO)C(=O)c2cc(Br)cnc2O[C@@H]1CN(C)C(=O)NC1CCCC1
  PfG6PD inh: -4.4
  SENP1 FRET inh: 1.4
  SENP8 inh: 10.1
#2 CC1=C(C(=O)N2CCOCC2)CC(CC(=O)NCc2ccco2)C(=O)N1CCC1=CCCCC1 (stereo not drawn)
  PfG6PD inh: -3.7
  SENP1 FRET inh: 3.7
  SENP8 inh: 12.1
#3 O=C(CCCCC(=O)NN=Cc1ccc2c(c1)CCC2)NN=Cc1ccc2c(c1)CCC2
  PfG6PD inh: -13.6
  SENP1 FRET inh: 2.7
  SENP8 inh: 15.2
#4 C[C@H](CO)N1C[C@H](C)[C@@H](CN(C)S(=O)(=O)c2ccc(-c3ccccc3)cc2)OCc2cn(nn2)CCCC1=O
  PfG6PD inh: -9.1
  SENP1 FRET inh: 2.9
  SENP8 inh: -2.3
#5 CC1=CC(=O)C2(C)C(C)=C(C)C12C (stereo not drawn)
  PfG6PD inh: -2.4
  SENP1 FRET inh: 1.6
  SENP8 inh: 16.3
#6 COc1ccccc1NC(=O)N(C)C[C@H]1OCc2cnnn2CCCC(=O)N([C@@H](C)CO)C[C@H]1C
  PfG6PD inh: -9.3
  SENP1 FRET inh: 1.4
  SENP8 inh: 19.4
#7 C[C@H](CO)N1C[C@H](C)[C@H](CN(C)C(=O)NC2CCCCC2)Oc2ncc(Br)cc2C1=O
  PfG6PD inh: -6.0
  SENP1 FRET inh: 0.9
  SENP8 inh: 8.8
#8 Cc1ccc(NC(=O)CCc2ccccc2)cc1C
  PfG6PD inh: 18.7
  SENP1 FRET inh: 3.1
  SENP8 inh: 21.8
#9 COc1cc(C(=O)N2CCN(C3=NS(=O)(=O)c4ccccc43)CC2)cc(OC)c1OC
  PfG6PD inh: -10.9
  SENP1 FRET inh: 2.5
  SENP8 inh: 4.0
#10 COCc1c(C(=O)NCC(c2ccco2)N2CCCC2)oc2ccccc12 (stereo not drawn)
  PfG6PD inh: -15.6
  SENP1 FRET inh: -4.2
  SENP8 inh: -2.1
#11 Cc1ccc(CN(C)C[C@@H]2OCc3cnnn3CCCC(=O)N([C@H](C)CO)C[C@H]2C)cc1
  PfG6PD inh: 0.4
  SENP1 FRET inh: 2.0
  SENP8 inh: -1.7
#12 CC1(C)N=C(N)N=C(N)N1c1ccc(CCCCc2ccccc2)cc1
  PfG6PD inh: 9.9
  SENP1 FRET inh: 1.7
  SENP8 inh: 11.7
#13 C[C@@H]1CN([C@H](C)CO)C(=O)c2cc(-c3ccc(C(=O)N(C)C)cc3)cnc2O[C@@H]1CN(C)C(=O)c1cccnc1
  PfG6PD inh: 4.5
  SENP1 FRET inh: -0.4
  SENP8 inh: 10.6
#14 CC#CC(=O)N1CCC(n2nccc2NC(=O)CCc2ccccc2)CC1
  PfG6PD inh: -10.5
  SENP1 FRET inh: -1.8
  SENP8 inh: 6.7
#15 CCCCCC(=O)N1C[C@H](n2cc(COC(=O)c3ccccc3)nn2)[C@@H](O)C[C@@H]1c1ccc(C)cc1
  PfG6PD inh: 16.7
  SENP1 FRET inh: -0.1
  SENP8 inh: 1.4

Full records, quoted from the list:
Entry for CC1=C(C(=O)N2CCOCC2)CC(CC(=O)NCc2ccco2)C(=O)N1CCC1=CCCCC1 (stereo not drawn) : PfG6PD inh = -3.7; SENP1 FRET inh = 3.7; SENP8 inh = 12.1
Entry for CC#CC(=O)N1CCC(n2nccc2NC(=O)CCc2ccccc2)CC1 : PfG6PD inh = -10.5; SENP1 FRET inh = -1.8; SENP8 inh = 6.7

Back to the main list; the 3 compounds before the break are reprinted first.
#13 C[C@@H]1CN([C@H](C)CO)C(=O)c2cc(-c3ccc(C(=O)N(C)C)cc3)cnc2O[C@@H]1CN(C)C(=O)c1cccnc1
  PfG6PD inh: 4.5
  SENP1 FRET inh: -0.4
  SENP8 inh: 10.6
#14 CC#CC(=O)N1CCC(n2nccc2NC(=O)CCc2ccccc2)CC1
  PfG6PD inh: -10.5
  SENP1 FRET inh: -1.8
  SENP8 inh: 6.7
#15 CCCCCC(=O)N1C[C@H](n2cc(COC(=O)c3ccccc3)nn2)[C@@H](O)C[C@@H]1c1ccc(C)cc1
  PfG6PD inh: 16.7
  SENP1 FRET inh: -0.1
  SENP8 inh: 1.4
#16 C[C@@H]1CN([C@H](C)CO)C(=O)c2cc(Br)cnc2O[C@@H]1CN(C)C(=O)Nc1cccc(F)c1
  PfG6PD inh: 5.7
  SENP1 FRET inh: -1.5
  SENP8 inh: 15.9
#17 Cc1ccc(C(=O)OCC(=O)Nc2cccc(S(=O)(=O)N3CCCCC3)c2)s1
  PfG6PD inh: 17.9
  SENP1 FRET inh: 0.3
  SENP8 inh: 9.8
#18 CNC(=O)C[C@H]1C(=O)N(c2ccccc2)C[C@@H]1C
  PfG6PD inh: -12.7
  SENP1 FRET inh: -1.6
  SENP8 inh: -6.1
#19 CCN(CC(=O)NCc1cccs1)C(=O)/C=C/c1ccc(F)cc1
  PfG6PD inh: -10.4
  SENP1 FRET inh: 2.9
  SENP8 inh: 12.7

3 entries already listed, sorted by molar mass, low to high:
#19 CCN(CC(=O)NCc1cccs1)C(=O)/C=C/c1ccc(F)cc1
  PfG6PD inh: -10.4
  SENP1 FRET inh: 2.9
  SENP8 inh: 12.7
#14 CC#CC(=O)N1CCC(n2nccc2NC(=O)CCc2ccccc2)CC1
  PfG6PD inh: -10.5
  SENP1 FRET inh: -1.8
  SENP8 inh: 6.7
#17 Cc1ccc(C(=O)OCC(=O)Nc2cccc(S(=O)(=O)N3CCCCC3)c2)s1
  PfG6PD inh: 17.9
  SENP1 FRET inh: 0.3
  SENP8 inh: 9.8
